IL1B cytotox: HUVEC cytotoxicity counter-screen, IL-1B stimulated; HUVEC cell count loss, Hoechst imaging; cell count reduction, % at 2 µM; hit rate 0.41% among 94,000; AID 845;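 active = cell count reduction more than 3 SD above the screen-wide mean, cut at about 70% in these data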;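 note: normalized per plate to untreated control cells as the no-loss baseline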
CYP2C19 inhib: inhibitors of human CYP2C19; CYP2C19 Supersomes, luciferin-H EGE luminescence, 30 min; inhibition, % at 5 µM; hit rate 21% among 96,000; AID 778;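 active = CYP2C19 inhibition above a set limit at 5 µM in the primary screen, cut at about 50% in these data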;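 note: plate controls were negative control wells for no effect and 2.5 mM tranylcypromine positive control for full effect; values of inactives mirror those of a sister screen read the other way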
Target sequence (P33261 whole entry, looked up): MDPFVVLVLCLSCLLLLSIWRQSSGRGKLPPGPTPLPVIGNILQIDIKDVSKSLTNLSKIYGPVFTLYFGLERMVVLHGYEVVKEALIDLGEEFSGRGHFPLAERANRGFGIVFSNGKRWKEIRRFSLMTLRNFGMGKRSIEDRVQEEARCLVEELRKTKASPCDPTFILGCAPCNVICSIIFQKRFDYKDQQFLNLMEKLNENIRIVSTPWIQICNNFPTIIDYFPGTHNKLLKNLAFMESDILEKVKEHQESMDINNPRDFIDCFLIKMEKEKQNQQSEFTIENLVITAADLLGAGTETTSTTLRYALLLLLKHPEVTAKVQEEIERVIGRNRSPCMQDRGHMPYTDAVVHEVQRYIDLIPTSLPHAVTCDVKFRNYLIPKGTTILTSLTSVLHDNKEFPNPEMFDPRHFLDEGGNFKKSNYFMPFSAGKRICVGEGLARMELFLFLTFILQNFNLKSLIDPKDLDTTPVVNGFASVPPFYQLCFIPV
CYP2C9 inh: inhibitors of human CYP2C9. hit rate 20% among 96,000. inhibition, % at 5 µM. P11712. CYP2C9 Supersomes, luciferin-H conversion, luminescence;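 active = blocking of liver enzyme CYP2C9 beyond about 50% at 5 µM, limit read from the data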; note: values of inactives mirror those of a sister screen read the other way
Target sequence (P11712 whole entry, looked up): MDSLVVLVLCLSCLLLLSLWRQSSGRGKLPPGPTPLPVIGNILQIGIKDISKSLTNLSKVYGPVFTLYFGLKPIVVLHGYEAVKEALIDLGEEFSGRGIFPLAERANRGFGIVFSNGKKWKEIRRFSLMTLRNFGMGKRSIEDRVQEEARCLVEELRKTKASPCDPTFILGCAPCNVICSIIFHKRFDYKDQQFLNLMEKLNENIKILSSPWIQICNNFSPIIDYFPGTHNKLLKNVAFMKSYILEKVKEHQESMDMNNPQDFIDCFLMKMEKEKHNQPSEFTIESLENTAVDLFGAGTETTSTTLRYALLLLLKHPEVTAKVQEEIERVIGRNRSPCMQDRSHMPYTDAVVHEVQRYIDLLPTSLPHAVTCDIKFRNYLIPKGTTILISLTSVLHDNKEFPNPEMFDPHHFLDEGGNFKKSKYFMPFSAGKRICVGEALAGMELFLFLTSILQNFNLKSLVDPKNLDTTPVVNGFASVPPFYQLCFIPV
Candida biofilm: kills Candida albicans biofilms; C. albicans biofilm + clotrimazole, Alamar Blue; inhibition, % at 6 µM; hit rate 0.14% among 85,000;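 active = inhibition above 20%; inactive = inhibition below 20%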;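 note: preformed 24 hr biofilms exposed to compound for 48 hr; 0% = biofilm without compound and 100% = blank killed by clotrimazole plus chlorhexidine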
HUVEC tox TNFa: toxic to HUVEC cells under TNF alpha stimulation. cell count reduction, % at 2 µM. hit rate 0.17% among 93,000. AID 848. HUVEC TNFalpha-stimulated, Hoechst cell count, imaging;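 active = cell count reduction exceeding the screen mean by over 5 SD, scaled to untreated wells per plate, cut at about 78% in these data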;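 note: cells counted after 24 h of TNF alpha exposure following the 1 h pretreatment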
CYP2C19 act: cytochrome P450 2C19 (human) activation; P33261; recombinant CYP2C19, luciferin-H EGE luminescence; stronger effect = higher value; 0 = fully inhibited enzyme, 1 = untreated enzyme; AID 1025; activation factor at 5 µM; 96,000 tested, under 10 active;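 active = activation factor of at least 2 at 5 µM in the primary screen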;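 note: 0 = wells with 2.5 mM tranylcypromine and 1 = vehicle-only wells; values of inactives mirror those of a sister screen read the other way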
CYP2C9 act: activators of human CYP2C9. P11712. recombinant CYP2C9, luciferin-H conversion, luminescence; stronger effect = higher value; factor 1 = untreated enzyme, 0 = blocked. activation factor at 5 µM. hit rate 1.4% among 96,000;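 active = activation factor of 2 or more for CYP2C9 at a 5 µM dose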;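 note: 0 = sulfaphenazole-blocked wells and 1 = vehicle-only wells; values of inactives mirror those of a sister screen read the other way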
VCAM1 TNFa inh: reduces TNF alpha induced VCAM1 expression in HUVEC. HUVEC TNFa-induced VCAM-1 immunofluorescence, high-content imaging. inhibition, % at 2 µM. AID 802. hit rate 0.48% among 95,000;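 active = inhibition above the batch mean plus 3 SD, with images confirmed as a hit by eye, cut at about 37% in these data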;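 note: 0% = TNF-stimulated DMSO wells and 100% = unstimulated control wells; not every result past the cut was called active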
hDAT+cocaine: human DAT dopamine uptake with cocaine, either direction. Q01959. LLC-PK1 hDAT cells, [14C]-dopamine uptake with cocaine IC80; actives deviate in either direction. B-score at 10 µM. hit rate 1.3% among 110,000. AID 449768;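 active = Z score or B-score, a plate-position-corrected score, falls beyond the plate's 99.7% confidence bounds, in either direction; inactive = both scores lie inside the 99.7% bounds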;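 note: scored against the spread of the other compound wells on the same plate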
Active calls of the source: *; . = no result given.

SMILES	IL1B cytotox	CYP2C19 inhib	CYP2C9 inh	Candida biofilm	HUVEC tox TNFa	CYP2C19 act	CYP2C9 act	VCAM1 TNFa inh	hDAT+cocaine
N/C(CN1CCCC1=O)=N\OC(=O)c1ccccc1Cl	-8	-2	-5	.	-15	1	1.1	-5	0.79
CN(C)c1ccc(/C=C/C(O)=C2/C(=O)N(C)C3(C)CC2c2ccccc2O3)cc1 (stereo unspecified)	-114	40	43	6	0	0.6	0.6	14	1.3
CN(C1CCCCC1)S(=O)(=O)c1ccc(-n2cnnn2)cc1	-21	100*	25	2	-31	0	0.7	-7	-0.023
COCCNC(=O)CSc1nc2ccccc2c2nc(C)nn12	-47	5	4	8	-11	0.9	1	5	0.72
CCOC(=O)c1cc(C(=O)c2cccs2)n2ccc(C(C)=O)cc12	-13	-3	13	.	-30	1	0.9	-18	-0.47
O=C1CN(C(=O)c2ccccc2F)c2ccccc2N1	21	30	7	3	-9	0.7	0.9	-1	-1
Cc1ccc2ccc(C(Nc3ccccn3)c3ccccc3)c(O)c2n1 (stereo unspecified)	-9	75*	94*	4	-3	0.3	0.1	-3	-0.74
O=C(CSCc1cnn(-c2ccccc2)c1-n1cccc1)NCc1ccc2c(c1)OCO2	35	.	.	6	-23	.	.	0	0.87
O=C(Nc1nc(-c2cccs2)cs1)c1cccc(S(=O)(=O)N2CCCCCC2)c1	-16	72*	94*	5	-1	0.3	0.1	12	-0.93
COc1ccc(/C=N/Nc2nc(Nc3ccccc3)nc(N3CCCCC3)n2)cc1OC	20	71*	19	.	12	0.3	0.8	-9	-0.35
CCCS(=O)(=O)N1CCC(C(=O)NC2CCC(C)CC2)CC1 (stereo unspecified)	8	8	-7	3	-16	0.9	1.1	18	-0.82
CCSc1nnc2c(n1)OC=Nc1ccc(Br)cc1-2	-10	3	27	5	12	1	0.7	12	1.1
CC(C)CC(c1nnnn1CCc1ccccc1)N1CCC(C(N)=O)CC1 (stereo unspecified)	0	.	.	6	-7	.	.	-8	0.23
CC(=O)C1=C(C)N(Cc2ccco2)C(=O)C1(NC(=O)C1CCCCC1)C(F)(F)F (stereo unspecified)	-18	-8	27	4	15	1.1	0.7	5	1.9
COCC(=O)Nc1nc2ccc(S(C)(=O)=O)cc2s1	.	63*	77*	4	-10	0.4	0.2	-34	0.71
Cc1cccc(C(=O)N/N=C/c2ccc3c(c2)OCO3)n1	6	32	31	.	-15	0.7	0.7	9	2
Cc1ccc(NC2=NCC(=O)N2Cc2ccc3c(c2)OCO3)cc1	.	88*	86*	0	.	0.1	0.1	.	0.9
O=C(NC(Cc1ccccc1)C(=O)O)c1ccc(S(=O)(=O)N2CCOCC2)cc1 (stereo unspecified)	-18	5	14	5	0	1	0.9	17	-1.5
CC1=C(C(=O)OC(C)C)C(c2cccc(F)c2)N2C(=O)C(C)SC2=N1 (stereo unspecified)	-11	81*	70*	-2	-28	0.2	0.3	-5	0.45
Cc1cccc(NC(=O)N[C@@H](C)C(=O)O)c1	-24	0	-6	3	-14	1	1.1	8	-1.8
COc1cc(CNCc2cccs2)ccc1OCc1cccs1	-2	50*	16	.	-2	0.5	0.8	-4	0.57
COc1cc2cnncc2cc1OC	31	.	.	6	-17	.	.	3	-0.61
CCNCCC(=O)N1c2ccccc2Sc2ccc(NC(=O)OCC)cc21	-24	.	.	4	-3	.	.	-21	-0.027
CC(C)(C)c1nnc2sc(SC/C(O)=C(\C#N)c3nc4ccccc4[nH]3)nn2c1=O	-2	68*	43	-2	-27	0.3	0.6	17	-0.72
CCN(CC)c1ccc(/C=N/n2nnnc2N)c(O)c1	-17	6	-13	.	-7	0.9	1.1	14	-0.15
O=C(CSc1nc2cc(Cl)ccc2s1)c1ccco1	.	89*	13	7	.	0.1	0.9	.	0.016
COc1ccc2[nH]cc(C=O)c2c1	18	4	-11	.	2	1	1.1	-15	0.29
Cc1cc(/N=C/C=C2\N(C)c3ccccc3C2(C)C)n(CCC#N)n1	-34	55*	41	4	-3	0.4	0.6	4	0.6
CCN1CCN(CCn2c(=S)[nH]c3cc4c(cc3c2=O)OCO4)CC1	.	9	8	4	1	0.9	0.9	3	1.6
COC(=O)c1ccccc1NC(=O)CSc1nnc(-c2cccnc2)n1C	4	.	.	7	9	.	.	7	1.1
COc1cccc(NC(=O)CCN2C(=O)c3ccccc3S2(=O)=O)c1	-57	50	18	5	-27	0.5	0.8	3	-0.37
Cc1ccccc1NC(=O)c1ccc(F)c(S(=O)(=O)N2CCN(c3ccccn3)CC2)c1	1	2	26	2	-37	1	0.7	8	-0.25
CCN(CC)S(=O)(=O)c1ccc(-c2nnc(SCC(=O)N3CCOCC3)o2)cc1	25	21	32	9	59	0.8	0.7	54	0.63
COc1ccc2c(c1)c(CCN1C(=O)c3ccccc3C1=O)cn2C(=O)c1ccco1	-16	14	18	6	-32	0.9	0.8	-12	-1.5
O=C(OCC#CCSc1nnc(-c2cccc3ccccc23)o1)c1cccs1	-28	27	-96	1	-9	0.7	2*	-7	-0.42
CC1(C(=O)O)CCC(C(=O)Nc2ccc(S(N)(=O)=O)cc2)C1(C)C (stereo unspecified)	15	-17	-18	0	4	1.2	1.2	-23	-0.71
CCCCn1nnnc1SCC(=O)Nc1ccc(N(C)C)cc1	-17	53*	21	5	-1	0.5	0.8	1	-0.87
Cc1ccc(C(=O)NCCN2CCOCC2)cc1Cl	14	47	-23	.	12	0.5	1.2	-2	1.1
CN1C(=O)CSc2ccc(NC(=O)N3CCc4ccccc43)cc21	-10	3	2	4	-6	1	1	-1	1
CCOC(=O)c1oc2cc(OCC(N)=O)ccc2c(=O)c1-c1ccc(OC)c(OC)c1	-49	10	18	7	-25	0.9	0.8	14	0.61
N#Cc1nc(-c2ccco2)oc1N1CCCC1	-1	15	-24	-2	-4	0.9	1.2	9	-0.62
COc1ccc2nc(Nc3nc(CSc4nnnn4-c4ccccc4)cc(=O)[nH]3)nc(C)c2c1	12	29	22	-1	-11	0.7	0.8	12	2.7
O=C(NCc1cccnc1)c1ccc(COc2cccc3ccccc23)o1	7	53*	2	2	-4	0.5	1	-8	0.78
CCc1ccccc1NC(=O)CSc1nnc([C@H](CCSC)NC(=O)OC(C)(C)C)o1	-5	51*	65*	6	-5	0.5	0.4	10	-0.0072
CCCc1ccc(-c2ccc(F)c(N)c2)nc1	17	28	29	6	-9	0.7	0.7	-19	0.55
Cc1cc(N2CCCC2=O)cc(C)c1CN1C(=O)c2ccccc2C1=O	-11	.	.	.	-25	.	.	-10	0.21
CO/N=C(\Cn1ncc(N2CCCC2)c(Br)c1=O)c1ccc(Cl)cc1	6	89*	86*	3	.	0.1	0.1	-17	1.7
COc1ccc(CNCCc2ccccc2)cc1OCC(N)=O	.	13	3	.	.	0.9	1	11	-1.2
CCn1c(C)nc2cc(-c3nc4n(n3)Cc3ccccc3-4)ccc21	.	84*	36	8	.	0.2	0.6	.	0.37
CC12CCC(C(=O)Nc3cccnc3)(CC1=O)C2(C)C (stereo unspecified)	-13	-1	-5	7	-29	1	1	20	-0.3
O=C(c1cnc(N2CCN(c3ncccn3)CC2)c2ccccc12)N1CCN(c2ncccn2)CC1	-186	42	64*	5	-35	0.6	0.4	7	1.6
COc1ccc(C(=O)NC2CCN(C(=O)NC3CCCCC3)CC2)cc1	21	13	7	-2	.	0.9	0.9	.	-0.71
Cc1cc(C)cc(NC(=O)CCn2ccnc2C)c1	.	11	15	4	.	0.9	0.8	.	-1.5
Cn1c(N)c(C(=O)COC(=O)c2ccc3c(c2)OCCO3)c(=O)n(C)c1=O	-10	-2	-4	.	-23	1	1	14	0.027
CCC(CC)n1[nH]c(=O)c2c(C)cc(C)nc21	-20	10	4	1	81*	0.9	1	49	-0.54
Cn1cc(S(=O)(=O)N2CCN(c3cccc(C(F)(F)F)c3)CC2)c(=O)n(C)c1=O	-6	27	-46	6	-13	0.7	1.5	3	-1.3
CC(C)(C)C1CCC2(CC1)NC(=S)N(c1ccccc1)N2 (stereo unspecified)	-47	.	.	2	-15	.	.	22	-0.22
CCN(CC)S(=O)(=O)c1ccc2c(c1)nc(CCC(=O)OCc1c(C)noc1C)n2C	-12	4	-43	-3	-22	1	1.4	13	0.057
COc1ccc(C(=O)/C=C/Nc2cc(C)on2)cc1	15	58*	36	3	-40	0.4	0.6	-26	0.51
COc1ccc(N(CC(=O)Nc2cccc(C(C)=O)c2)S(C)(=O)=O)cc1OC	.	36	21	0	.	0.6	0.8	.	0.43

Filtered by structure: those above containing a cyano group
SMILES	IL1B cytotox	CYP2C19 inhib	CYP2C9 inh	Candida biofilm	HUVEC tox TNFa	CYP2C19 act	CYP2C9 act	VCAM1 TNFa inh	hDAT+cocaine
CC(C)(C)c1nnc2sc(SC/C(O)=C(\C#N)c3nc4ccccc4[nH]3)nn2c1=O	-2	68*	43	-2	-27	0.3	0.6	17	-0.72
Cc1cc(/N=C/C=C2\N(C)c3ccccc3C2(C)C)n(CCC#N)n1	-34	55*	41	4	-3	0.4	0.6	4	0.6
N#Cc1nc(-c2ccco2)oc1N1CCCC1	-1	15	-24	-2	-4	0.9	1.2	9	-0.62

Next section.
SMILES	IL1B cytotox	CYP2C19 inhib	CYP2C9 inh	Candida biofilm	HUVEC tox TNFa	CYP2C19 act	CYP2C9 act	VCAM1 TNFa inh	hDAT+cocaine
CCCn1c(C)nc2c(c1=O)c1nc3ccccc3nc1n2CCc1ccccc1	0	.	.	9	-7	.	.	3	.
NC(=O)c1cccc2c(=O)oc3ccccc3c12	-40	4	2	4	37	1	1	6	-0.49
COc1ccc(N(C(=O)Cn2cnc3ccccc32)C(C(=O)NC2CCCCC2)c2ccccc2)cc1 (stereo unspecified)	-32	18	43	.	14	0.8	0.6	-10	0.23
O=C(N1CCOCC1)C1(c2ccc(Cl)cc2)CCCC1	-42	88*	-4	1	-7	0.1	1	4	-1.6
Cn1nccc1C(=O)N1CCc2ccccc21	-20	.	.	-4	-20	.	.	-14	-0.98
COc1ccc(-n2nnc3c(=O)n(C/C=C/c4ccccc4)cnc32)cc1	34	-1	20	9	-17	1	0.8	-16	0.042
Cc1onc(-c2c(Cl)cccc2Cl)c1C(=O)NCc1ccco1	-9	89*	81*	7	-30	0.1	0.2	13	-0.59
CCC(C(=O)NC1CCCC1)N(C(=O)Cn1nnc(-c2ccc(C)o2)n1)C(C)(C)C (stereo unspecified)	.	27	19	2	.	0.7	0.8	.	0.77
O=C(Nc1ccccc1)Nc1cccc(Cl)c1	5	30	-30	3	2	0.7	1.3	-3	-0.75

4 successive compounds from above, quoted:
SMILES	IL1B cytotox	CYP2C19 inhib	CYP2C9 inh	Candida biofilm	HUVEC tox TNFa	CYP2C19 act	CYP2C9 act	VCAM1 TNFa inh	hDAT+cocaine
COc1ccc(-n2nnc3c(=O)n(C/C=C/c4ccccc4)cnc32)cc1	34	-1	20	9	-17	1	0.8	-16	0.042
Cc1onc(-c2c(Cl)cccc2Cl)c1C(=O)NCc1ccco1	-9	89*	81*	7	-30	0.1	0.2	13	-0.59
CCC(C(=O)NC1CCCC1)N(C(=O)Cn1nnc(-c2ccc(C)o2)n1)C(C)(C)C (stereo unspecified)	.	27	19	2	.	0.7	0.8	.	0.77
O=C(Nc1ccccc1)Nc1cccc(Cl)c1	5	30	-30	3	2	0.7	1.3	-3	-0.75

4 entries from above, ordered by their value in CYP2C19 act, smallest number first:
SMILES,CYP2C19 act
Cc1onc(-c2c(Cl)cccc2Cl)c1C(=O)NCc1ccco1,0.1
O=C(Nc1ccccc1)Nc1cccc(Cl)c1,0.7
COc1ccc(N(C(=O)Cn2cnc3ccccc32)C(C(=O)NC2CCCCC2)c2ccccc2)cc1 (stereo unspecified),0.8
COc1ccc(-n2nnc3c(=O)n(C/C=C/c4ccccc4)cnc32)cc1,1
